# Compound activity (PubChem)
# TDP2 inh: human TDP2 enzyme inhibitors, primary screen, biochemical, epi absorbance, recombinant enzyme; Tyrosyl-DNA phosphodiesterase 2 (Homo sapiens), O95551; T5PNP hydrolysis, p-nitrophenol absorbance 415 nm; inhibition, % at 12.8 µM; hit rate 0.34% among 370,000; AID 720702, 2013;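 active means inhibition above the mean of all tested compounds plus 3 SD, set per campaign, cut at about 25% in these data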;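 further: 0% = DMSO with enzyme and 100% = buffer with substrate but no TDP2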
#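 Test system: Human TDP2 enzyme | Reagent: 5 mM T5PNP | Compound dosing: 12.8 µM single point, 1% DMSO | Incubation: Enzyme reaction with compound for 2 h at 37 °C | Technique: p-Nitrophenol epi absorbance | Read-out: % inhibition relative to enzyme-containing and enzyme-free wells | Benchmarks: High control without enzyme, low control DMSO plus TDP2 | Replicates: Singlicate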
# LEDGF integ inh: blockers of LEDGF/p75-dependent integrase strand transfer – biochemical, TR-FRET, high throughput, primary screen. HIV-1 integrase (with human LEDGF/p75). TR-FRET IN-LEDGF/p75 DNA integration, Eu/Cy5. inhibition, % at 3.7 µM. hit rate 0.64% among 370,000. AID 743269, 2014;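 active means inhibition above the screen-wide mean plus 3 SD, cut at about 13% in these data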;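 further: signal is the Cy5 over europium emission ratio at 671 and 618 nm; 0% = plate median of compound wells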
# HTRA1 inhibitor: HTRA1 serine protease inhibitors, primary screen, biochemical, fluorescence polarization, HTS; hit rate 0.5% among 340,000; AID 504803, 2011; recombinant HTRA1, FP-rhodamine activity-based probe; inhibition, % at 5.96 µM; in the data active means inhibition above about 36%;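 further: 0% = enzyme with DMSO and 100% = wells lacking enzyme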
# MBD2 inh: inhibitors of MBD2 binding to methylated DNA, primary screen, biochemical, TR-FRET, DNA-binding domain, human. MBD2 binding to methylated oligonucleotide. hit rate 0.31% among 370,000. AID 686964, 2013. inhibition, % at 4.4 µM; in the data active means inhibition above about 13%
# Target sequence (Q9UBB5 whole entry, looked up, the tested form may be a part): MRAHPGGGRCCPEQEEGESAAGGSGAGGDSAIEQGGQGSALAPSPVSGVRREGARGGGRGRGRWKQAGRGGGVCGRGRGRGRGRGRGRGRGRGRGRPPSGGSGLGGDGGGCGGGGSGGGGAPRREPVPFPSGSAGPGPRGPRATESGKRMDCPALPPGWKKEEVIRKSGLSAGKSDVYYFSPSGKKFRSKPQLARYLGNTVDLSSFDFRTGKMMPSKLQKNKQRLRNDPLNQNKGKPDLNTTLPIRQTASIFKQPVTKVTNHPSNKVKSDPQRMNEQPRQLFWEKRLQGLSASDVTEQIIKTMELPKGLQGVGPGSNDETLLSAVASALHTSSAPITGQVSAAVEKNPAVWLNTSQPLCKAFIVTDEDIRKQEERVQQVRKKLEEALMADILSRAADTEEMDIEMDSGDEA
# TCR CD3 inh: inhibitors of human TCR-CD3 interaction, primary screen, biochemical, fluorescence, TAMRA-labeled TCR probe | inhibition, % at 9.4 µM | AID 651800, 2012 | hit rate 0.37% among 360,000; in the data active means inhibition above about 19%;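 further: recombinant mutant TCR 2C K166C tagged with TAMRA read by polarization; 0% = receptor in buffer alone and 100% = receptor with positive control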
# rCAG binder: binders of r(CAG) RNA repeats, primary screen, biochemical, fluorescence; r(CAG) RNA repeat, TO-PRO-1 dye displacement fluorescence; inhibition, % at 3 µM; hit rate 1.3% among 370,000; AID 651821, 2012;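 active means inhibition above the plate cutoff, the mean of all test compounds on that plate plus 3 SD, cut at about 35% in these data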;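 further: 0% = DMSO alone and 100% = 100 µM mitoxantrone as full dye displacement; higher means more dye released from RNA so lower well fluorescence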
# NPR2 activator: human GC-B receptor activators, primary screen, HEK293 GC-B cells, cGMP TR-FRET, EC30 CNP | Atrial natriuretic peptide receptor 2 (Homo sapiens), P20594 | 0% at EC30 CNP, 100% saturating CNP | activation, % at 10 µM | hit rate 0.11% among 370,000 | AID 1920062, 2024;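 active means activation at 10 µM reaching about 35% in either raw or pattern-adjusted values, limit read from the data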
# mABHD4 FP: ABHD4 inhibitors, primary screen, biochemical, fluorescence polarization, mouse. purified mABHD4, FP-Rh probe fluorescence polarization. hit rate 0.54% among 370,000. (Lyso)-N-acylphosphatidylethanolamine lipase (Mus musculus), Q8VD66. AID 720543, 2013. inhibition, % at 8.92 µM;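 active means inhibition exceeding the mean over every tested compound plus 3 SD, cut at about 30% in these data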;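 further: 0% = plate median of compound wells and 100% = S159A mutant with DMSO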
#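 System: mouse ABHD4 enzyme, wild type / Medium: HEPES pH 7.0, NaCl, Pluronic buffer / Reagent: FP-Rh activity-based fluorescent probe / Control set: S159A mutant high control, sample median low control / Detection: fluorescence polarization with parallel and perpendicular emission, 525/598 nm / Schedule: 45 min + 60 min at 25 °C / Compound dosing: 8.92 µM, single dose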
# PRMT1 inh: PRMT1 methyltransferase inhibitors, primary screen, biochemical, fluorescence polarization. Protein arginine N-methyltransferase 1 (Homo sapiens), Q99873. recombinant PRMT1, activity-based probe fluorescence polarization. inhibition, % at 2.79 µM. hit rate 1.3% among 370,000. AID 652257, 2013;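 active means inhibition above about 21% made by adding two undisclosed values, limit read from the data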
# SIAE primary: human SIAE inhibitors, primary screen, biochemical, fluorescence polarization, FP-Rh probe, 1536-well HTS. Sialate O-acetylesterase (Homo sapiens), Q9HAT2. SIAE FP-Rh probe binding. inhibition, % at 9.66 µM. hit rate 0.69% among 370,000;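 active means inhibition above a cutoff: mean of compounds within the control limits plus 3 SD of those, cut at about 17% in these data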;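 further: 0% = plate median of compound wells and 100% = probe without SIAE protein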
# Target sequence (Q9HAT2 whole entry, looked up): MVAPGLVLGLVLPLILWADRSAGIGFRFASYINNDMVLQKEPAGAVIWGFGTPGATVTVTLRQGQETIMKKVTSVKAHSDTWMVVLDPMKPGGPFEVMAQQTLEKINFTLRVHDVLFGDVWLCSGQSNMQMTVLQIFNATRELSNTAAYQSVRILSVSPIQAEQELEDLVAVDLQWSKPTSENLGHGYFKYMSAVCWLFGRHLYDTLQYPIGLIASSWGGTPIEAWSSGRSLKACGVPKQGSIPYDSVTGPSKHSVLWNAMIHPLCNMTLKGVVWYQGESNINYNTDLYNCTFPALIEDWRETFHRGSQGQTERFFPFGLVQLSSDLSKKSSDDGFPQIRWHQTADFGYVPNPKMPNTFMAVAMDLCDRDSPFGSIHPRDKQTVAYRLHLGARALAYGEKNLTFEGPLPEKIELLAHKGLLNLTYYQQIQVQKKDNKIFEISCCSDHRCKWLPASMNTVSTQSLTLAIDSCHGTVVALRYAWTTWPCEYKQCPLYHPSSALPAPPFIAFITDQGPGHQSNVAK
# * marks the source's active call; other numbers are inactive results; x = not tested or not shown. This is a subset; count on the stated rates, not on these rows.
structure,TDP2 inh,LEDGF integ inh,HTRA1 inhibitor,MBD2 inh,TCR CD3 inh,rCAG binder,NPR2 activator,mABHD4 FP,PRMT1 inh,SIAE primary
Cc1ccnc2nc(C(=O)OCC(=O)Nc3ccc4c(c3)OC(F)(F)O4)nn12,3,-5,-5,0,-4,0,1,9,1,-5
NC(=O)c1ccsc1NC(=O)c1ccc2c(c1)CCCC2,-11,1,-73,-3,-5,15,-11,-46,0,-13
CCN(CC)C(=O)C1CCCN(C(=S)Nc2cccc3ccccc23)C1 (centres undefined),4,-3,-6,4,0,-4,-4,3,0,0
N#Cc1ccc(/C=C(\C(=O)C(=O)O)c2ccc3ccccc3n2)cc1,-14,-3,2,3,-2,1,-2,1,3,3
CN(CC(=O)Nc1cccc(F)c1)CC(=O)Nc1cccc(S(=O)(=O)N2CCCCCC2)c1,-31,2,-47,2,3,9,-3,-32,0,-28
NS(=O)(=O)c1ccc(CNS(=O)(=O)c2cc(C(=O)O)ccc2Cl)cc1,1,5,-7,5,-6,6,-3,0,1,-6
CN(C)C(=O)C1(c2ccccc2)CCN(S(=O)(=O)c2ccccc2)CC1,-4,0,2,-3,3,-5,-1,3,-2,5
CCC(c1ccccc1)c1nc(-c2ccccn2)no1 (centres undefined),10,-3,-6,-4,8,-4,2,1,-2,1
O=C(OCCOCCN=C1NS(=O)(=O)c2ccccc21)c1ccncc1,3,0,6,-7,2,1,3,-6,-3,7
Cc1cccc(NC(=O)CSc2nnc([C@@H]3CCCN3C(=O)OC(C)(C)C)o2)c1C,-17,-2,0,-3,1,-5,-1,-3,1,-3
OC1CCC(NC(=S)Nc2ccc(SC(F)F)cc2)CC1 (centres undefined),-6,-8,1,1,-4,-1,2,5,3,-2
Cc1csc(C(=O)O)c1NC(=O)c1cccc([N+](=O)[O-])c1,8,2,x,2,6,1,-1,-7,1,5
C[C@H]1CN([C@@H](C)CO)C(=O)CCCn2nncc2CO[C@@H]1CN(C)S(=O)(=O)c1cccc(C#N)c1,-3,2,-6,1,-2,1,8,4,-3,2
COc1ccc(Cl)cc1NCC(=O)Nc1ccc(OC)c(S(=O)(=O)N2CCCCC2)c1,-5,-2,-5,2,-6,9,-7,-6,1,4
Cc1cc(NC(=O)CS(=O)(=O)c2cn(Cc3cccc(F)c3)c3ccccc23)no1,-3,-2,-16,-2,2,-1,1,-2,-2,-1
CCCC(=O)N1CCN(c2nc3ccc(Cl)cc3s2)CC1,8,2,-6,-6,4,-2,-1,0,-1,13
COc1ccc(-c2c(C)nn3c(Cl)c(C)c(C)nc23)cc1,-11,3,1,1,-6,0,1,0,-2,0
COCc1cccc(-c2csc(C(C)(O)c3cccc(F)c3)n2)c1 (centres undefined),-4,1,x,5,-2,-3,-1,-20,-7,-7
CCN(CC)C(=O)c1sc(NC(=O)C(C)C)c(C#N)c1C,-9,-2,-1,3,1,-5,1,2,0,-3
Cc1ccnc(SCCn2c(N3CCC(C)CC3)nc3c2c(=O)[nH]c(=O)n3C)n1,-8,-4,-8,7,-7,-1,-2,-15,7,3
CCOC(=O)N1CCC(N2CCCC(C(=O)c3cccc(OC)c3)C2)CC1 (centres undefined),15,2,2,-1,-1,3,3,-2,-5,9
Nc1c(C(=O)N2CCOCC2)sc2nc3c(cc12)CCC3,18,4,4,-1,-4,-1,-1,6,-2,6
CCC(C(=O)N1CC2(C)CC1CC(C)(C)C2)N1C(=O)c2ccccc2C1=O (centres undefined),7,0,-5,2,-3,-2,-1,9,-2,-4
O=c1c2ccccc2nnn1Cc1ccc(F)cc1,4,4,2,-3,5,-2,4,3,-3,2
CCc1ccc(-n2cccc2/C=C2/C(=N)N3C(=NC2=O)SN=C3S(C)(=O)=O)cc1,1,0,-66,3,6,94*,4,-136,2,-58
CC1(C2CC2)NC(=O)N(CC(=O)N2CCN(c3ccccc3)CC2)C1=O (centres undefined),-4,-1,-9,-1,1,3,6,3,0,1
O=C(c1cccc([N+](=O)[O-])c1)N1CCc2ccccc21,-7,-8,1,2,-1,3,2,-2,5,-2
COc1ccc(/C=N/Nc2nc(N)cc(Cl)n2)cc1OC,0,28*,3,-2,-4,0,16,-2,0,-3
CCOc1ccc(CCNC(=O)c2nnc(CS(=O)(=O)c3ccccc3)o2)cc1OCC,2,1,4,-5,-8,-4,-3,-4,0,5
COCCN(Cc1ccc(OC)cc1)c1c(C)nc2ccc(C(=O)Nc3ccc(NC(C)=O)cc3)cn12,1,-3,x,1,1,-1,0,1,0,9
O=c1[nH]c2ccccc2nc1/C=C(\O)C1CC1,1,2,0,-8,0,1,-8,6,-1,-2
Cc1ccccc1NC(=O)CN1C(=O)CSc2ccc(S(=O)(=O)N3CCCC3)cc21,-12,-7,-2,2,1,-1,1,-2,0,-1
COc1cc2c(cc1NC(=O)C(C)OC(=O)c1ccc(S(=O)(=O)Nc3ccccc3Cl)cc1)oc1ccccc12 (centres undefined),-10,-1,-9,4,-2,8,-3,-1,-1,-32
COc1ccccc1N1CCN(C(=O)C2Cc3ccccc3CN2C(=O)c2ccco2)CC1 (centres undefined),2,0,-3,5,-3,3,3,1,4,3
Cc1noc(/C=C/c2ccccc2F)c1S(=O)(=O)N1CCC(C(=O)N2CCN(C)CC2)CC1,-10,1,6,-3,1,0,3,1,0,6
CN(C)C(=O)NCCCC#Cc1ccccc1,-10,0,x,-6,x,1,6,-2,2,-4
COc1ccc(NC(=O)C2CCCN(c3cc(C)nc4ncnn34)C2)cc1 (centres undefined),0,1,4,1,-9,0,-1,-1,3,8
Clc1ccccc1CSc1nnc(Cn2cnc3ccccc32)n1-c1ccccc1,-2,2,-4,-4,6,-9,-9,-1,-3,0
CC(C)C(=O)NCc1cc(-c2ccccc2)no1,-14,4,4,-2,-4,1,0,-3,0,-6
CC(=O)c1cccc(NC(=O)C(C)OC(=O)c2cc(C)oc2C)c1 (centres undefined),-3,1,-2,-5,7,-1,-1,-1,-1,1
COc1cc2c(cc1OC)CN(C(=O)CCNC(=O)c1ccc(Br)cc1)CC2,-14,-3,2,0,1,-7,-3,0,0,5
CCCCNC(=O)CS(=O)Cc1nc(-c2cccc(C)c2)oc1C (centres undefined),7,-1,-5,0,0,-1,-4,2,-1,26*
CC(C)[C@H](NC(=O)N1c2ccccc2NC(=O)[C@@H]1C(C)C)C(=O)N1CCC(C(=O)O)CC1,-9,0,0,5,-3,1,0,-16,6,-6
COCC1CCN(C(=O)CCc2nnc(CCCCc3ccccc3)o2)CC1,-9,-1,11,-2,2,-8,0,1,-2,12
CC(C)(C)NC(=O)C1(C)CCC(=O)N1C1CCN(Cc2ccccc2)CC1 (centres undefined),-4,2,x,-1,-2,0,1,2,-3,0
CC(CC(=O)Nc1cc(C(F)(F)F)ccc1Cl)c1ccccc1 (centres undefined),0,1,-4,4,-4,-6,0,1,2,-6
Cc1nnc(NC(=O)c2nc(S(=O)(=O)Cc3ccccc3C)ncc2Cl)s1,-6,3,3,-2,10,13,0,7,8,0
Cc1ccc(NC(=O)CN2c3cccc4cccc(c34)S2(=O)=O)cc1S(=O)(=O)N1CCOCC1,0,-1,-4,0,2,11,-9,-20,0,-36
CCCCC[C@@H](C)N1C[C@H](COCc2ccccc2)Oc2cc(N3CCC[C@@H]3COC)ccc2S1(=O)=O,3,5,x,1,-2,4,0,-6,-3,-1
COc1ccc(NC(=O)C23CC4CC(CC(Cl)(C4)C2)C3)cc1S(=O)(=O)N1CCOCC1,3,0,-6,1,2,2,2,-4,-3,-5

# (next part)
structure,TDP2 inh,LEDGF integ inh,HTRA1 inhibitor,MBD2 inh,TCR CD3 inh,rCAG binder,NPR2 activator,mABHD4 FP,PRMT1 inh,SIAE primary
O=C(Nc1ccc(C(=O)N2CCC(N3CCOCC3)CC2)cc1)c1ccc(Br)o1,4,0,1,-2,5,-1,4,5,6,3
CC1CN(c2cnn(C(C)C)c(=O)c2Cl)CC(C)O1 (centres undefined),9,-2,2,4,3,-2,-4,1,3,2
OCC(O)CNC(=S)NC1CCCCC1 (centres undefined),-4,1,-7,-6,3,-2,-7,0,-4,0
CCC(C)C(=O)Nc1nnc(-c2cccs2)s1 (centres undefined),-2,-1,-9,0,5,-1,-6,-6,14,1
Cn1c(=O)oc2cc(S(=O)(=O)Nc3ccccc3)ccc21,-4,4,-5,4,-8,6,6,-6,0,0
CC(=O)c1sc(NS(=O)(=O)c2ccc(C)cc2)nc1C,6,0,0,0,2,9,5,3,-1,-9
Cc1ccc2c(c1)C1(SCCS1)C(=O)N2,-8,-3,0,0,-7,6,3,-5,2,-2
Cc1ccc(C)c(NC(=O)CCC(=O)N2CCOc3ccccc32)c1,-7,-1,7,3,-2,-2,5,-11,6,-5
S=C(c1nc2ccccc2[nH]1)N1CCOCC1,7,-2,5,-1,-3,0,4,-6,2,1
CCCCNc1nc2ccccc2nc1NS(=O)(=O)c1ccc(F)cc1,8,2,-2,8,7,5,-3,2,1,7
COC(=O)c1cn(NC(=O)C2CCCCC2)c(=O)c2ccccc12,3,-1,3,2,-2,1,0,-5,0,1
NC(=O)c1cc(C(=O)c2ccc(Cl)cc2Cl)c[nH]1,-9,6,-1,3,-2,-1,4,-11,-2,-4
COC(=O)C1C(=O)c2c([nH]c(C(=O)OCCOC(C)C)c2C)CC1C (centres undefined),-3,0,x,-7,4,-6,-1,6,-1,1
CCc1nc2ccc(C(=O)NCCCN(C)C)cn2c1N(C)Cc1ccc(OC)cc1,-3,0,x,4,3,1,-1,-1,-4,3
CC(=O)N1CCC(=NNc2ccc(S(N)(=O)=O)cc2[N+](=O)[O-])CC1,16,0,0,-10,-4,1,10,4,1,4
CN(C)/C=C1\N=C(c2ccc3c(c2)OCO3)OC1=O,-1,-3,4,-6,3,1,-2,2,-2,-3
O=C(Cc1cccs1)Nc1nnc(SCC(=O)NC2CCCCC2)s1,7,0,8,-3,2,1,2,4,1,-1
